PPC-1+TRAIL kill: compounds killing PPC-1 cancer cells with TRAIL present (potentiator screen, no TRAIL-free arm) | PPC-1 cells + TRAIL, ATPLite viability luminescence | cell killing (% activity), % at 4 µM | 220,000 tested, 0.41% active | AID 1443;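 active = cell killing above 50% in the first pass at 4 µM, then a duplicate retest at 5 µM averaging 50% or more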;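 note: plate controls were cells with TRAIL plus DMSO for no effect and medium-only wells lacking cells for full effect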
TRPML3 agonist: activates the human TRPML3 channel | Q8TDD5 | HEK293 TRPML3-YFP, Fluo-8 calcium fluorescence; 100% = the carbachol control signal | activation, % at 3 µM | 220,000 tested, 0.29% active | AID 1448;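 active = activation above its plate's cutoff, the mean activation of the plate's test wells plus 3 SD, cut at about 12% in these data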;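 note: 0% = DMSO only wells and 100% = carbachol wells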
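Material: TRPML3-YFP stable HEK293 cells | Dosing: One concentration, 3 µM nominal, 0.3% DMSO | Timing: 125 s total fluorescence read per well | Technique: Fluo-8 calcium dye fluorescence, ex 470-495, em 515-575 nm | Measure: Percent activation from peak-to-basal fluorescence ratio, scaled between DMSO and carbachol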
NCF1 inh: p47phox (human) inhibition; p47phox/p22phox peptide binding, fluorescence polarization, 2 h; inhibition, % at 24.7 µM; 220,000 tested, 0.53% active; AID 1274;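 active = inhibition above about 30%, limit read from the data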;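 note: 0% = p47phox with labelled peptide and 100% = labelled peptide alone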
Mdm2 ligase inh: Mdm2 E3 ligase (human) inhibition; signal enhancement, % at 5 µM; 210,000 tested, 0.11% active; AID 1230; Q00987; cell-based MDM2 ubiquitination luciferase reporter, 2 h; 0 = plate control, 100 = twice control, blank-subtracted;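 active = signal enhancement of 30% or more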;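 note: luminescence tracks abundance of the self-degrading MDM2-luciferase fusion protein; higher signal means inhibition of MDM2 E3 ligase activity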
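Timing – 2 h compound exposure at 37 °C · Assay system – mammalian cells stably expressing self-ubiquitinating, self-degrading MDM2 E3–luciferase fusion · Amount – 2000 cells seeded into each well · Measure – % luminescence enhancement versus blank-corrected plate control mean · Measured by – SteadyLite luminescence, 15 min reagent step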
TNF necrop inh: TNF-alpha cell death inhibition in Jurkat FADD-/- cells. activation (protection from cell death), % at 10 µM. Jurkat FADD-/- TNF necroptosis rescue, ATP luminescence, 24 h; 0 = TNF only, 100 = no-TNF cells. 220,000 tested, 0.068% active;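 active = activation, meaning protection from cell death, of at least 50% relative to plate controls; inactive = activation below 50%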;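 note: necroptosis triggered by 40 ng/mL TNF-alpha added together with compound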
EBV gp42 inh: EBV gp42 inhibition | Fluorescence polarization binding assay, mP read-out | inhibition, % (tested at 21.74 µM) | 220,000 tested, 0.42% active | AID 1085; in the data active = inhibition above about 50%
Target sequence (Q1HVG2 whole entry, looked up): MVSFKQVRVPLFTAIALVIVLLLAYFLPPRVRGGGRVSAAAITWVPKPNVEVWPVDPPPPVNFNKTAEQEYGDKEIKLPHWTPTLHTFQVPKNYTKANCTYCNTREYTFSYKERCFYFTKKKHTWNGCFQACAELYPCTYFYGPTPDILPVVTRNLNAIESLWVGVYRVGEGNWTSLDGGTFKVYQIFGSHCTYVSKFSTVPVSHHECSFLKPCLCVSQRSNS
CHOP inh: inhibitors of CHOP induction in ER stress response | 220,000 tested, 3.8% active | CHO-K1 CHOP-promoter luciferase, tunicamycin-induced, 15-18 h | inhibition, % at 10 µM;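 active = compounds that reduced the stress-induced luciferase reporter signal by more than about 70% of percent inhibition, limit read from the data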;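 note: 0% = tunicamycin plus vehicle and 100% = wells without tunicamycin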
TRPN1 ag: zebrafish TRPN1 (NompC) channel agonism. HEK293 zebrafish TRPN1-YFP, Fluo-8 calcium fluorescence; 100% = response to 87 µM carbachol. activation, % at 3 µM. 220,000 tested, 0.18% active;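 active = activation above its plate's cutoff, the mean activation of test wells on that plate plus 3 SD, cut at about 19% in these data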;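 note: 0% = DMSO alone and 100% = 87 µM carbachol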
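Assay system: Zebrafish TRPN1-YFP in HEK293 cells | Incubation: Dye loading 1 h at 37 °C, then 30 min room temperature | Measured by: Kinetic Fluo-8 fluorescence, ex 470-495, em 515-575 nm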
Runt-SMMHC FRET: inhibitors of human RUNX1 Runt domain binding to CBFb-SMMHC. AID 1434. 220,000 tested, 0.74% active. Q01196+Q13951. inhibition, % at 20 µM. Cerulean-Runt/Venus-CBFb-SMMHC FRET ratio 530/480, 1 h;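 active = mean inhibition across duplicate retests at 20 µM reaching about 50%, limit read from the data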;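 note: 0% = DMSO wells and 100% = wells with excess untagged CBFb-SMMHC; inhibitors lower the FRET ratio by blocking Runt binding to CBFb-SMMHC; some results filed as inactive read as strong as hits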
Target sequence (Q01196 whole entry, looked up, the tested form may be a part): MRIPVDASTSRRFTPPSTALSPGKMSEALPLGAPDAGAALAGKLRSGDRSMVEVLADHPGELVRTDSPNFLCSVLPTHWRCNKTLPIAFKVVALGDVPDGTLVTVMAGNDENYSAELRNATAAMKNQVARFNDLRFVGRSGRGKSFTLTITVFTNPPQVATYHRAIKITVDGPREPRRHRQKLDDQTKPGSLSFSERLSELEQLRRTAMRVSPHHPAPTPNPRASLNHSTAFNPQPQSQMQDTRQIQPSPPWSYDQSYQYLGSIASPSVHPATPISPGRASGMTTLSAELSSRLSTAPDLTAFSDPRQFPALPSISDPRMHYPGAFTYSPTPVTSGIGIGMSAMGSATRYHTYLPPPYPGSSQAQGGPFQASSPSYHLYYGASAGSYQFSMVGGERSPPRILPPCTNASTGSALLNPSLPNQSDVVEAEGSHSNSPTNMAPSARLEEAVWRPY
Target sequence (Q13951 whole entry, looked up, the tested form may be a part): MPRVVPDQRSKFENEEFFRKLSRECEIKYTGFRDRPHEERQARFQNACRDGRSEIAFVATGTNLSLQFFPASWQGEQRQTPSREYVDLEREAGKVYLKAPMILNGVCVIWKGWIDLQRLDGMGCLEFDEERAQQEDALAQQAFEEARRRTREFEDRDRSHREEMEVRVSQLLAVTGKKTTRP
Starred values were filed as active, the others as inactive; nt = no result given.

SMILES	PPC-1+TRAIL kill	TRPML3 agonist	NCF1 inh	Mdm2 ligase inh	TNF necrop inh	EBV gp42 inh	CHOP inh	TRPN1 ag	Runt-SMMHC FRET
O=C(Nc1ccc2c(c1)CCC2)c1cc(S(=O)(=O)Nc2ccc(F)cc2)c(Cl)cc1Cl	22	0.3	-24	26	3.1	-4	78*	0.5	3
Clc1ccc(CNc2nc(N3CCOCC3)nc(N3CCOCC3)n2)cc1	11	0.6	2	4	8.6	-22	4	-0.4	2
NNC(=S)Nc1c(Br)cc(F)cc1Br	4	-1.0	-13	-5	0.0	-12	-5	-1.8	-2
CCn1c(-c2cc(OC)c(OC)c(OC)c2)n[nH]c1=S	-2	-0.8	-11	-8	-1.5	-10	3	-0.2	5
CC(C)NS(=O)(=O)c1ccc(Oc2ncc(C(F)(F)F)cc2Cl)cc1	-2	0.9	2	-12	-3.2	6	38	2.3	6
Cc1cc(-c2csc(NC(=O)c3ccc(=O)[nH]c3)n2)c(C)n1Cc1ccccc1	-6	0.5	-35	-21	-0.4	9	6	0.4	-46
N#Cc1nc(-c2cccs2)oc1NCc1ccc(Cl)cc1	7	1.3	-23	-16	3.1	-13	52	-1.0	0
Cc1ccc(CSc2nnc(-c3ccc4c(c3)OCO4)o2)cc1	10	0.2	-13	-9	1.5	-16	28	0.2	-5
CSc1ccc(/C=N/NC(=O)c2cccc(Cl)c2)cc1	19	0.4	-1	-30	-1.9	7	6	0.8	-2
Cc1noc(C)c1S(=O)(=O)N1CCC(C(=O)N2CCN(C3CCCC3)CC2)CC1	32	2.1	2	-15	-0.5	2	-10	2.7	-4
C/C(=N/OC(=O)c1ccc(C)cc1)c1ccc(N2C(=O)C3CCCCC3C2=O)cc1 (centres undefined)	11	0.7	-15	6	-5.2	0	-29	1.0	-8
NS(=O)(=O)c1ccc(NC(=O)c2ccccc2C(=O)N2CCCCC2)cc1	2	2.7	-6	-16	-3.3	-15	8	1.1	0
CCc1ccc(C(=O)/C=C/c2ccc([N+](=O)[O-])o2)cc1	-11	0.8	-14	-12	-12	-6	106*	0.9	0
Cn1c(Sc2ccccc2Cl)c(C=O)c2ccccc21	26	-0.9	0	8	-4.9	1	-4	0.2	-4
CCN1CCN(CCC(=O)Nc2ccc(Br)cc2)CC1	14	-0.4	-1	-5	3.1	5	-8	1.5	-5
OCCC1CN(Cc2ccncc2)CCN1C1CCCC1 (centres undefined)	-12	1.1	-7	7	0.8	-11	10	0.8	0
Cc1cc(CNC(=O)[C@H](C)[C@@H]2C[C@@]2(C)[C@@H](NC(=O)OCc2ccccc2)c2ccccc2)nn1C	9	-0.3	-2	nt	1.8	2	20	-0.9	0
COc1ccc(NS(=O)(=O)c2cccc(NC(=O)C34CCC(CC3)C4)c2)cc1	8	0.3	-7	nt	1.3	-7	19	4.6	-4
COc1ccc(/C=N/Nc2nnc(Cc3ccc(OC)c(OC)c3)c(=O)[nH]2)cc1OC	38	0.4	8	3	0.7	-21	18	0.1	5
CCOC(=O)C(C)Sc1nnc2n1C(C)(C)Cc1ccccc1-2 (centres undefined)	3	-0.3	-10	-22	0.5	8	2	0.6	1
CC(=O)NCCC(=O)Nc1nc(-c2cccs2)c(-c2cccs2)s1	0	0.6	-22	-17	-0.9	-13	17	-1.1	4
CCOC(=O)C/C(C)=N/NC(=O)CN(c1ccc(Br)cc1)S(=O)(=O)c1ccccc1	12	0.6	-1	-8	-0.4	-10	15	0.0	-3
CCc1nnc(NS(=O)(=O)c2ccc(Nc3ccc4nonc4c3[N+](=O)[O-])cc2)s1	11	1.2	-2	-4	-0.6	-22	10	-0.6	-2
O=C(NCC1CCCO1)c1cn(-c2ccccc2)nc1-c1ccccc1 (centres undefined)	-2	-0.6	-8	-1	0.7	-5	10	-1.0	-4
Cc1cc(/C=C2\C(=O)NN(c3ccccc3)C2=O)c(C)n1-c1ccccc1O	28	-0.3	-14	nt	-0.6	-14	96*	0.8	-14

Grouped by structure, the entries above with an NH in an aromatic ring (three)
SMILES	PPC-1+TRAIL kill	TRPML3 agonist	NCF1 inh	Mdm2 ligase inh	TNF necrop inh	EBV gp42 inh	CHOP inh	TRPN1 ag	Runt-SMMHC FRET
CCn1c(-c2cc(OC)c(OC)c(OC)c2)n[nH]c1=S	-2	-0.8	-11	-8	-1.5	-10	3	-0.2	5
Cc1cc(-c2csc(NC(=O)c3ccc(=O)[nH]c3)n2)c(C)n1Cc1ccccc1	-6	0.5	-35	-21	-0.4	9	6	0.4	-46
COc1ccc(/C=N/Nc2nnc(Cc3ccc(OC)c(OC)c3)c(=O)[nH]2)cc1OC	38	0.4	8	3	0.7	-21	18	0.1	5

Back to the main list, starting two compounds before the break.
SMILES	PPC-1+TRAIL kill	TRPML3 agonist	NCF1 inh	Mdm2 ligase inh	TNF necrop inh	EBV gp42 inh	CHOP inh	TRPN1 ag	Runt-SMMHC FRET
O=C(NCC1CCCO1)c1cn(-c2ccccc2)nc1-c1ccccc1 (centres undefined)	-2	-0.6	-8	-1	0.7	-5	10	-1.0	-4
Cc1cc(/C=C2\C(=O)NN(c3ccccc3)C2=O)c(C)n1-c1ccccc1O	28	-0.3	-14	nt	-0.6	-14	96*	0.8	-14
Cc1cc(C)c(S(=O)(=O)c2ccccc2C)c(OCC(C)(C)C)n1	2	4.2	-7	-11	-4.3	-14	75*	0.1	0
Cc1ccc(-c2cc(C(=O)Nc3ccc(S(=O)(=O)Nc4ncccn4)cc3)c3ccccc3n2)cc1	4	-0.4	-7	-12	0.3	-12	-3	0.8	-3
O=C(Nc1cccc(OC(F)(F)F)c1)c1ccc(Br)o1	12	-1.5	-3	-1	-5.6	-14	50	-0.5	-4
COc1cccc(NC(=O)C(Sc2nnc(-c3ccncc3)n2-c2ccc(Cl)cc2)c2ccccc2)c1 (centres undefined)	23	0.8	-31	-4	-4.0	-4	34	0.0	0
O=C(COC(=O)/C=C/c1ccc([N+](=O)[O-])cc1)NC(c1ccccc1)c1ccccc1	5	0.9	-5	-6	1.7	-12	40	1.0	3
CCC(c1nnnn1C1CCCC1)N1CCN(c2cccc(OC)c2)CC1 (centres undefined)	11	0.8	-6	-14	-0.8	-2	19	0.1	2
Cc1cc(/C=C2\Sc3ccccc3N2C)cc(C)[n+]1CC1CCCO1 (centres undefined)	33	0.5	-2	-46	-6.6	-30	62	2.1	46
CC1=C(C(=O)OC(C)C)C(C2CC=CCC2)NC(=O)N1 (centres undefined)	25	0.4	-13	-9	-1.4	1	52	0.8	-3
O=C(NCCc1ccccc1)C(=O)c1c(-c2ccccc2)[nH]c2ccccc12	10	0.1	-11	nt	1.3	1	22	-1.9	3
O=C(CSc1nc2ccccc2o1)N1CCN(C(=O)c2ccco2)CC1	-14	1.1	1	-10	-1.2	2	3	-0.7	1
Cc1onc(-c2c(Cl)cccc2Cl)c1C(=O)O/N=C(\C#N)c1ccccc1	-4	0.5	-6	0	-2.9	-7	26	-0.2	-4
COc1ccc(S(=O)(=O)N2CCN(CC(=O)Nc3ccc(F)c(F)c3)CC2)cc1	10	0.6	-15	-7	2.8	-4	4	-0.4	2
CN1CCN(NC(=O)c2ccc(Br)c(S(=O)(=O)N3CCOCC3)c2)CC1	18	0.1	-9	9	0.6	-10	4	-0.7	-6
CN(C(=O)CSc1nc2c(c(=O)[nH]1)CCCC2)C1CCCCC1	-6	-0.1	1	nt	-2.4	18	6	-0.4	-4
Cc1cccc(NCC(=O)N/N=C\c2cccc(Oc3ccccc3)c2)c1	2	0.2	-3	-8	3.4	9	104*	-1.6	-3
O=C1c2cccc3cccc(c23)C(=O)N1c1nccs1	13	0.9	6	-7	0.3	-23	24	0.6	-1
COc1ccc(/C=N/n2cnnc2)cc1COc1ccccn1	10	-0.2	-13	0	-0.7	-15	-19	-0.1	-4
Cn1c(=O)oc2cc(S(=O)(=O)NCc3cccnc3)ccc21	13	0.9	-13	-10	5.1	-22	-5	3.2	-4
CCOc1ccc(C(=O)CSCCC(=O)O)cc1	18	0.9	-6	-27	0.0	-18	66	1.8	-1
CCN1N=C(C)C=C(c2ccccc2)n2c1nc1ccccc12	8	-1.0	-2	-12	3.8	-30	-2	-0.6	2
Cc1ccc(NC(=S)NNc2ncc(C(F)(F)F)cc2Cl)c(C)c1	22	0.4	-5	-3	-1.3	-16	9	0.3	2
CN=C(C)c1c(O)c2ccccc2oc1=O	5	0.5	-9	-10	0.4	-15	55	-0.7	1
COC(=O)CCC(=O)OC1(C)C(=O)C=C2C=C(C3CC3)N(CCCCO)C=C2C1=O (centres undefined)	8	nt	-4	2	0.1	-2	5	nt	-2

Individual results from the results shown:
`O=C(Nc1cccc(OC(F)(F)F)c1)c1ccc(Br)o1` | Mdm2 ligase inh: -1
`CN(C(=O)CSc1nc2c(c(=O)[nH]1)CCCC2)C1CCCCC1` | Runt-SMMHC FRET: -4
`O=C1c2cccc3cccc(c23)C(=O)N1c1nccs1` | Mdm2 ligase inh: -7
`COc1cccc(NC(=O)C(Sc2nnc(-c3ccncc3)n2-c2ccc(Cl)cc2)c2ccccc2)c1` (centres undefined) | EBV gp42 inh: -4

Complete entries, quoted from the list:
O=C(Nc1cccc(OC(F)(F)F)c1)c1ccc(Br)o1 is listed with PPC-1+TRAIL kill = 12; TRPML3 agonist = -1.5; NCF1 inh = -3; Mdm2 ligase inh = -1; TNF necrop inh = -5.6; EBV gp42 inh = -14; CHOP inh = 50; TRPN1 ag = -0.5; Runt-SMMHC FRET = -4
Cc1ccc(NC(=S)NNc2ncc(C(F)(F)F)cc2Cl)c(C)c1 is listed with PPC-1+TRAIL kill = 22; TRPML3 agonist = 0.4; NCF1 inh = -5; Mdm2 ligase inh = -3; TNF necrop inh = -1.3; EBV gp42 inh = -16; CHOP inh = 9; TRPN1 ag = 0.3; Runt-SMMHC FRET = 2
